DENV2 CPE: DENV2-induced cell death inhibition; AID 651640; CPE inhibition, % at 9.99 µM; hit rate 1.7% among 350,000; DENV2-infected cells, cytopathic effect rescue, plate reader; in the data active = CPE inhibition above about 20%, passing the limit was not always enough; inconclusive = no clear call, values can overlap the other calls; tested in BHK-21 cells;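 note: 0% = median of neutral control wells and 100% = median of positive control wells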
CASP6 VEID inh: blocks human caspase-6 cleavage activity; AID 686996; P55212; purified caspase-6, Z-VEID-R110 cleavage fluorescence; inhibition, % at 12.5 µM; hit rate 0.53% among 350,000;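 active = mean inhibition across replicates at least about 35%, with every replicate also reaching that limit, limit read from the data; inconclusive = only one of the two criteria met; inactive = neither criterion met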;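 note: 0% = median of neutral control wells and 100% = no fluorescence left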
Target sequence (P55212 24-179 limits assumed): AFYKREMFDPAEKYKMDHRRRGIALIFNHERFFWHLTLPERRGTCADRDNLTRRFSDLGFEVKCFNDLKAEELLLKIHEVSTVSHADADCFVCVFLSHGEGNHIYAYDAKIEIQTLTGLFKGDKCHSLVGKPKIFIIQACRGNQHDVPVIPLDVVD
Target sequence (P55212 194-293 limits assumed): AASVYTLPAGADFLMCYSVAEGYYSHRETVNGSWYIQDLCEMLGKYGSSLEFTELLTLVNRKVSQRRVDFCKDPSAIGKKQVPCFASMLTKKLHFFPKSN
Xi reactivation: X-chromosome reactivation activator. XiGFP mouse fibroblasts, % GFP-positive cells imaging, 3 d; cells co-treated with 5-aza-dC sensitizer; scaled so ellipticine positive control = 100%. activation, % at 7.58 µM. hit rate 0.055% among 360,000. AID 743238;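 active = mean normalized replicate activation at least 10% and every replicate at or above 10%; inconclusive = only one of the two criteria met; inactive = mean below 10% and not all replicates reach 10%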;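 note: 0% = median of on-plate neutral control wells and 100% = ellipticine 6 µM median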
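System: 68-5-11 XiGFP fibroblast line; Timing: 3 days compound exposure; Compound dosing: one concentration, pinned; Benchmarks: positive control ellipticine, 6 µM final; Buffer or medium: DMEM containing 5-aza-dC.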
RAD52 inh: RAD52 (human) annealing inhibition. AID 651710. P43351. inhibition, % at 18.7 µM. hit rate 0.46% among 360,000. recombinant RAD52 DNA annealing, FRET fluorescence;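 active = every replicate showing at least 50% inhibition; inconclusive = mean inhibition at least 50% but not in every replicate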
Target sequence (P43351 whole entry, looked up): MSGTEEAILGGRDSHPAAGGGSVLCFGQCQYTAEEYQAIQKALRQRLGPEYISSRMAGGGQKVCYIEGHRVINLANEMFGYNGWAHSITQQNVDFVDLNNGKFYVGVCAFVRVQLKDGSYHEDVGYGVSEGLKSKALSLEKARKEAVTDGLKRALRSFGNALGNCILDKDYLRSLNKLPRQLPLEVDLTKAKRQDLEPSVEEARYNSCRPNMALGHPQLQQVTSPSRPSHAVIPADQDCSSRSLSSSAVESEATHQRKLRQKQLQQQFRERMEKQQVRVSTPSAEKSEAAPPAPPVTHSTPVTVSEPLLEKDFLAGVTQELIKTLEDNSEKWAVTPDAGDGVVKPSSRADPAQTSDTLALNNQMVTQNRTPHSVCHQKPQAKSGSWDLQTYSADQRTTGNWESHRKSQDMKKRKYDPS
E-selectin induc: induces E-selectin expression in human endothelial cells; P16581; HUVEC E-selectin immunofluorescence imaging; normalized: neutral wells 0, TNF-alpha wells 100; activation, % at 7.58 µM; hit rate 0.37% among 260,000;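 active = mean E-selectin-positive cell signal at least 10% of the positive control, reached in at least 60% of replicates, without over 20% cell loss; inconclusive = no rule given, readout overlaps actives, possibly toxicity-flagged; inactive = the rest, including those meeting only one limit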;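 note: in these data hits start at about 27%; measured in HUVEC primary endothelial cells; signal is the percent of cells scored E-selectin positive by PE staining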
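assay system = HUVEC, human umbilical vein endothelial cells | input = 3,000 HUVEC seeded per well | medium = EGM-2 growth medium on 0.1% gelatin-coated wells | dosing = one compound dose added by pin transfer | signal = immunofluorescence imaging | read-out basis = % PE-positive cells | control set = TNF-alpha, DMSO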
CFTR F508del cor: CFTR F508del correction in bronchial cells; CFBE cells, YFP halide quenching; stimulated with forskolin plus potentiator P3; % fluorescence drop versus neutral controls; activity (quench increase), % at 7.58 µM; AID 720511; hit rate 0.36% among 350,000;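 active = mean added fluorescence quench of at least 8% versus neutral control, with both replicates also reaching 8%; inconclusive = only one of the mean or replicate conditions met; inactive = mean below 8% and not both replicates reaching 8%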;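 note: cells transiently co-express mutant CFTR-F508del with the halide-sensitive YFP; corrector assay measuring rescue of mutant channel to the surface after 24 h compound exposure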
RAD54 inh: inhibitors of human RAD54 branch migration. Q92698. AID 602329. hit rate 0.14% among 360,000. RAD54 Holliday junction branch migration, FAM/BHQ fluorescence. inhibition, % at 10.4 µM;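 active = mean normalized replicate activity at least 40 and at least half of replicates scoring 40 or more; inconclusive = only one of the two criteria met; inactive = mean below 40 and under half of replicates reaching 40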;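 note: 0% = median of neutral control wells and 100% = median of positive control wells; inhibitors cause a drop in the FAM fluorescence signal; in these data hits start at about 50%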
GSIS activator: primary screen for activators of insulin secretion dependent on glucose, INS-1E cells, GLuc reporter luminescence | hit rate 0.61% among 370,000 | INS-1E GLuc reporter insulin secretion, 2-3 h | AID 743287 | activation, % at 16.6 µM;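 active = lowest replicate activation of at least 40%, so every replicate reaches that level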;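 note: 0% = median of neutral control wells and 100% = median of IBMX positive control wells; some compounds called inactive have numbers as strong as hits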
* marks the source's active call; other numbers are inactive results; u = inconclusive; x = not tested or not shown.

SMILES	DENV2 CPE	CASP6 VEID inh	Xi reactivation	RAD52 inh	E-selectin induc	CFTR F508del cor	RAD54 inh	GSIS activator
COc1cc(/C=C2\SC(N)=NC2=O)cc(Cl)c1O	13	1	0.0	-51	x	-0.3	-10	-18
O=C(NCC1CCCO1)C(=O)N/N=C/c1cccc(Cl)c1 (centres undefined)	-2	1	0.2	-16	-0.1	1.6	-3	10
CCn1c(N2CCN(Cc3ccc([N+](=O)[O-])cc3)CC2)nc2ccccc21	-2	9	0.1	6	1.5	2.3	-4	-13
COc1ccc(NC(=O)CCOc2ccc(C)cc2)cc1S(=O)(=O)N1CCOCC1	20	3	-0.1	-21	x	1.3	-11	-19
CC1CCN(C(=O)CNC(=O)Cn2ccc3ccccc3c2=O)CC1	-6	-2	0.0	-23	-1.5	4.6	5	1
CCCc1cn(CC[C@H]2CC[C@H](NC(=O)C3CCCCC3)[C@H](CO)O2)nn1	u	4	0.7	-4	-0.2	1.2	-3	4
Cc1nc([N+](=O)[O-])cn1Cc1cccc2ccccc12	7	-1	0.0	5	x	1.0	-10	26
C[C@H](CO)N1C[C@H](C)[C@@H](CN(C)S(=O)(=O)c2cccc(F)c2)Oc2ncc(C#CC3CC3)cc2C1=O	7	1	-0.4	10	u	-1.9	3	-8
COc1ccc(/C=N/NC(=O)c2cccc3ccccc23)c(OC)c1OC	u	0	0.2	-12	0.3	-1.3	10	-9
COc1cccc(N2CCN(C(=O)CCCCCNc3nc(=S)[nH]c4ccccc34)CC2)c1	-12	14	0.0	-2	1.9	-1.4	x	-17
C[C@@H]1Cn2cnc(C(=O)Nc3ccc(CNC(=O)OC(C)(C)C)cc3)c2C(=O)N1	15	-1	0.8	4	-0.1	3.6	1	-5
N#C/C(=C/c1ccc([N+](=O)[O-])cc1)C(N)=O	1	-3	0.0	-1	0.7	-2.2	x	-3
CCS(=O)(=O)N1CC(=O)N2[C@@H](CO)[C@H](c3ccc(-c4ccccc4F)cc3)[C@@H]2C1	-11	0	0.1	-11	-0.3	-1.2	x	0
CCCC(=O)Nc1ccc2c(c1)C(=O)N(C)[C@@H]1CC[C@H](CC(=O)Nc3ccccc3)O[C@@H]1CO2	x	2	0.0	3	0.0	-0.9	0	-4
O=C(COc1cccc2cccnc12)Nc1ccccc1N1CCOCC1	0	-3	0.0	-16	-0.1	-4.2	x	6
C[C@@H](NC(=O)[C@@H]1CCCN1C(=O)[C@@H]1CCCN1C(=O)c1ccc(Cl)cc1)c1ccccc1	8	-3	-0.1	-13	0.7	4.5	x	-2
Brc1ccc2nc(-c3ccco3)c(CC3CCCCC3)n2c1	-1	4	-0.2	-31	x	-1.1	2	x
Cc1ccc(S(=O)(=O)Nc2ccc3c(c2)C(=O)N([C@@H](C)CO)C[C@@H](C)[C@H](CN(C)S(=O)(=O)c2cn(C)cn2)O3)cc1	-8	-1	0.0	0	0.5	-1.8	0	-2
CCc1nc2ccc(C(=O)Nc3ccc(OC)c(OC)c3)cn2c1N(C)CCC(C)C	10	x	0.6	-20	-0.3	-1.2	6	x
Cc1ccc(S(=O)(=O)N[C@H]2CC[C@@H](CCNC(=O)c3ccccc3F)O[C@H]2CO)cc1	-1	1	0.1	6	-1.3	2.7	9	-4
COc1ccc(C(CNC(=O)CNC(=O)c2cccc(Cl)c2)N2CCCC2)cc1 (centres undefined)	6	-1	0.0	-39	x	4.1	4	3
O=C(NC12CC3CC(CC(C3)C1)C2)N1CCN(C2CCCCC2)CC1	u	0	-0.7	-14	1.9	2.0	x	-9
O=C(NC1CCCCC1)c1ccc(CS(=O)(=O)c2ccc(Cl)cc2)o1	-4	1	0.0	-4	-1.0	0.8	7	-10
C[C@@H]1CN([C@H](C)CO)C(=O)c2cccc(NC(=O)c3ccncc3)c2O[C@H]1CN(C)C(=O)Nc1ccccc1	u	-6	-0.1	5	0.3	-0.1	5	2
C/C(=N\N=c1/sc2ccccc2n1C)c1ccc(N2CCOCC2)cc1	2	0	0.0	1	x	x	x	6
O=C(O)C[C@H]1C=C[C@@H](NC(=O)CCN2CCCCC2)[C@@H](CO)O1	97*	1	-0.5	-3	-0.3	1.1	x	13
COCCN1C(=O)N[C@@H](c2ccco2)C(C(=O)OC)=C1C	13	4	0.2	-24	0.0	3.0	-10	0
COc1ccc(/C=C/c2nc3ccccc3c(=O)n2-c2cccc(C(=O)O)c2)cc1	0	1	0.0	-17	-0.1	-2.0	-3	-3
CCCNC(=O)C1(S(=O)(=O)c2ccccc2)CC=CC1	7	x	0.0	-3	0.0	-0.1	5	-4
COCCOC1CCN(C(=O)c2cc(COc3ccc(-n4cncn4)cc3)on2)CC1	x	-1	0.0	-14	-0.3	-1.9	-9	x
C=C1SC(Nc2c(C)cc(C)cc2C)=NC12CCCCC2	u	-2	0.1	0	0.2	11*	-6	21
CCCNC(=O)C[C@H]1CC[C@H]2[C@H](COc3ccc(NC(=O)c4cccc(OC)c4)cc3C(=O)N2C)O1	11	0	0.1	1	-0.1	-0.6	-3	0
CN(C)S(=O)(=O)c1ccc(Cl)c(NC(=O)CN2CCN(c3ccccn3)CC2)c1	0	1	0.7	-10	1.4	0.8	3	2
O=C(COc1ccccc1C(=O)c1cnn(-c2ccccc2)c1)Nc1ccccc1	3	1	0.0	-10	-3.2	-0.8	-7	-6
S=C(NCc1ccco1)N1CCN(c2ccccc2Cl)CC1	-7	2	0.0	-89	-0.1	-1.2	3	5
COc1cc2c(cc1OC)CN(S(=O)(=O)/C=C/c1ccccc1)CC2	3	-2	0.0	-29	-0.1	-1.1	-12	-6
O=C(CN1C(=O)NC2(CCCCCC2)C1=O)Nc1ccc(S(=O)(=O)N2CCOCC2)cc1	x	9	x	-22	x	x	-9	-7
CCOc1ccccc1CN(Cc1ccco1)S(=O)(=O)c1ccc(-n2cnnn2)c(OC)c1	x	-3	x	-21	x	x	-7	0
CC(C)(C)OC(=O)CC1(C#N)c2ccccc2C(Br)=CN1C(=O)c1ccccc1 (centres undefined)	u	-2	0.0	-14	0.0	-0.1	5	-37
C[C@@H]1CN([C@H](C)CO)S(=O)(=O)c2ccc(C#CC3CC3)cc2O[C@@H]1CN(C)C(=O)CC1CC1	3	3	-0.1	14	-0.2	-1.3	-18	1
CCc1noc(C)c1C(=O)Nc1cc(S(=O)(=O)N(CC)CC)ccc1N1CCCC1	-4	-2	0.0	-6	x	1.9	0	-7
Cc1ccc2c(c1)N(C(=O)CCC(=O)NCc1cccc(Br)c1)CC(C)O2 (centres undefined)	6	0	0.2	-2	0.0	2.7	2	-46
O=C(Nc1cc([N+](=O)[O-])ccc1N1CCCC1)c1ccccc1	-3	-3	0.2	-17	x	1.3	13	5
Cn1cccc1/C=N/NC(=O)Cc1ccccc1	0	-1	-0.1	0	-0.1	-2.8	-5	-4
C=C1CCC[C@]2(C)C[C@H]3OC(=O)C(CN4CCCCC4CO)[C@H]3CC12 (some centres undefined)	10	0	0.0	-12	-0.2	2.1	-2	-2

Structures above that bear a hit mark in CFTR F508del cor:
molecule	CASP6 VEID inh	RAD52 inh	CFTR F508del cor	GSIS activator
C=C1SC(Nc2c(C)cc(C)cc2C)=NC12CCCCC2	-2	0	11*	21

Remaining list, next part:
SMILES	DENV2 CPE	CASP6 VEID inh	Xi reactivation	RAD52 inh	E-selectin induc	CFTR F508del cor	RAD54 inh	GSIS activator
CCC(C)n1ncn(-c2ccc(N3CCN(c4ccc(OC)cc4)CC3)cc2)c1=O (centres undefined)	-14	2	-0.1	-7	x	x	-3	15
CCCN1CCN(C(=S)Nc2sc(CC)cc2C(=O)OC)CC1	2	3	0.0	-8	x	-2.5	x	-37
C[C@H](CO)N1C[C@H](C)[C@H](CN(C)C(=O)C2CCCCC2)OCCCC[C@H](C)Oc2ccc(NS(=O)(=O)c3cccs3)cc2C1=O	-11	x	0.0	x	0.0	0.6	0	-20
COc1ccc(OC)c(Cc2nnc(CCC(=O)NC3CCCC3)o2)c1	-7	0	0.1	-5	x	-3.2	x	0
COC(=O)c1ccc(Cn2c(C)c(C(=O)NCc3cccs3)sc2=O)o1	-2	0	0.1	10	0.4	0.9	2	-5
NC(c1csc(Nc2ccc(C(=O)c3ccccc3)cc2)n1)C1CCCCC1 (centres undefined)	10	-2	0.4	9	3.6	-1.1	19	-24
CN1C(=O)c2cc(NC(=O)c3cccc(C(F)(F)F)c3)ccc2OC[C@@H]2O[C@@H](CC(=O)O)CC[C@@H]21	-1	-4	0.1	8	0.1	x	-1	0
Cc1noc(C)c1NC(=O)N(C)C[C@@H]1Oc2ccc(NC(=O)Nc3ccc4c(c3)OCO4)cc2C(=O)N([C@H](C)CO)C[C@H]1C	-2	4	-0.1	7	-17	-1.5	6	-1
CC(C)C#Cc1cnc2c(c1)C(=O)N([C@@H](C)CO)C[C@H](C)[C@@H](CN(C)C(=O)c1cnccn1)O2	-3	2	0.5	11	-0.5	-0.8	-6	15
O=C(CN1C(=O)NC2(CCCC2)C1=O)NCCc1ccc(Cl)cc1Cl	-9	0	-0.1	-13	-0.2	1.4	6	4
COc1ccc(NC(=O)CCC(=O)Nc2nnc(C3CCCCC3)s2)c(OC)c1	-2	x	0.0	-7	x	-0.7	6	-3
CCC(C)NC(=O)c1cc(Sc2nnc(C)s2)nc2ccccc12 (centres undefined)	-7	-1	0.0	-16	1.5	x	x	8
O=C(O)C[C@H]1C[C@H]2c3cc(NC(=O)CC4CC4)ccc3O[C@H]2[C@@H](CO)O1	3	2	0.3	-7	-0.1	1.7	18	4
COC(=O)[C@@]1(Sc2ccc(OC)cc2)CC(=O)N[C@@H]1c1ccccc1	-6	19	-0.1	-18	0.3	-0.4	x	-5
COc1ccccc1CN(C(=O)c1cnccn1)C(C(=O)NC1CCCCC1)c1cc(OC)c(OC)c(OC)c1 (centres undefined)	6	x	0.1	-2	-0.1	-0.7	9	-6
Cn1c(=O)c2c(ncn2CC(=O)OCC(=O)NCCc2ccccc2)n(C)c1=O	-6	-2	0.0	-3	-0.1	-2.8	3	10
COCC(=O)N(C)C[C@@H]1Oc2ncc(-c3cccc(OC)c3)cc2C(=O)N([C@H](C)CO)C[C@H]1C	8	3	-0.3	-8	-0.1	1.1	10	9
C[C@H]1CN([C@@H](C)CO)S(=O)(=O)c2ccc(-c3cccc(F)c3)cc2O[C@H]1CN(C)C	9	3	-0.8	-10	0.1	0.9	-11	21
CSc1nc(NNC=O)cc(Oc2ccc(NC(C)=O)cc2)n1	5	0	0.2	-15	x	0.3	-2	4
COc1ccc(CCN2CC(C(=O)NCc3ccon3)CCC2=O)cc1 (centres undefined)	-14	1	0.0	-41	0.3	-2.0	2	-6
C[C@@H]1CN([C@H](C)CO)C(=O)c2cc(C#Cc3cccnc3)cnc2O[C@@H]1CN(C)Cc1cccnc1	0	1	-1.3	1	0.1	3.0	4	-13

Quoted at random: two records from the list.
SMILES	DENV2 CPE	CASP6 VEID inh	Xi reactivation	RAD52 inh	E-selectin induc	CFTR F508del cor	RAD54 inh	GSIS activator
CSc1nc(NNC=O)cc(Oc2ccc(NC(C)=O)cc2)n1	5	0	0.2	-15	x	0.3	-2	4
Cn1c(=O)c2c(ncn2CC(=O)OCC(=O)NCCc2ccccc2)n(C)c1=O	-6	-2	0.0	-3	-0.1	-2.8	3	10

Compound activity (PubChem)
